ERa coact pot – ER-alpha (human) coactivator binding potentiation. P03372. TR-FRET ERalpha-LBD/SRC-Cy5 coactivator binding, 2 h; 100 = basal binding, no effect. coactivator binding (% of control), % at 25.6 µM. 86,000 compounds, 1.3% hits. AID 639; in the data active means activity above about 200%;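 further: binding measured in presence of low estradiol as agonist stimulus; 0% = peptide alone without receptor and 100% = receptor with peptide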
Target sequence (P03372 whole entry, looked up, the tested form may be a part): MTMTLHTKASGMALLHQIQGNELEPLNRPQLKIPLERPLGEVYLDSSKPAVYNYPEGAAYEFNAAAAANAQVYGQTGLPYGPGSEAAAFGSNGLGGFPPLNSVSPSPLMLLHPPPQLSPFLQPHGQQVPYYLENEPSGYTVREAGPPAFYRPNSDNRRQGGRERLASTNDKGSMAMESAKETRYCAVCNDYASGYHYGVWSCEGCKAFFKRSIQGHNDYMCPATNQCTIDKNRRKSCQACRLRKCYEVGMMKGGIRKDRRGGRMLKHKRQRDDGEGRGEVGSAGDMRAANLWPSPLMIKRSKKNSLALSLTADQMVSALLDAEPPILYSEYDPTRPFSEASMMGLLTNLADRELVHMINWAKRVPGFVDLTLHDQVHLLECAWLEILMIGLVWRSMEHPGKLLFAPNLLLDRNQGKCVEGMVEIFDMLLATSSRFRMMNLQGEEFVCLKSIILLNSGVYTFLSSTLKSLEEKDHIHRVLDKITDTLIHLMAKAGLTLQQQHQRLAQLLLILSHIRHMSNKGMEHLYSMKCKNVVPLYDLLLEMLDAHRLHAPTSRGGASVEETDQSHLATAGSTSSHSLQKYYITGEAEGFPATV
CYP2C19 act – activators of human cytochrome P450 2C19; recombinant CYP2C19, luciferin-H EGE luminescence; stronger effect = higher value; 0 = fully inhibited enzyme, 1 = untreated enzyme; activation factor at 5 µM; 96,000 tested, under 10 active; AID 1025;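 active means activation factor of at least 2 at 5 µM in the primary screen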;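 further: 0 = wells with 2.5 mM tranylcypromine and 1 = vehicle-only wells; values of inactives mirror those of a sister screen read the other way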
Target sequence (P33261 whole entry, looked up): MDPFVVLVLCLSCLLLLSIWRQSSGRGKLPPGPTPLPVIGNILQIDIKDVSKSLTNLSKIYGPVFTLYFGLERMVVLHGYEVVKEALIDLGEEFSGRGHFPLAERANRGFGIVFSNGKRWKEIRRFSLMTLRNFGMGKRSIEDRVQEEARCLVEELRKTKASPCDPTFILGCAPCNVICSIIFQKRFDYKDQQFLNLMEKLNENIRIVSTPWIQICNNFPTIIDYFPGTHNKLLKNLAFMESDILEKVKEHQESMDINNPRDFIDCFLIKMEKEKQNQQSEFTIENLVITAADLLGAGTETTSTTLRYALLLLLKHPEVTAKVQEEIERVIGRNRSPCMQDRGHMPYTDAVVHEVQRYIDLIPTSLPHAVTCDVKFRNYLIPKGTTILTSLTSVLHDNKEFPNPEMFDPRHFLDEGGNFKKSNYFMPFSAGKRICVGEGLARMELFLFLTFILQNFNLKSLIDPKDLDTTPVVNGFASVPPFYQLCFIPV
CD11b adhes enh – CD11b/CD18-fibrinogen binding enhancement. activation, % at 10 µM. K562 CD11b/CD18 adhesion to fibrinogen, ATPlite luminescence. 93,000 compounds, 0.07% hits. P05107+P11215;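 active means 10 µM primary screen giving 50% or more activity, confirmed by 40% or more on retest at that dose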; further: strong numbers were not always called active
CD11b adhes inh – blocks human CD11b/CD18 adhesion to fibrinogen. P05107+P11215. K562 CD11b/CD18 adhesion to fibrinogen, ATPlite luminescence; Mn2+ added to activate the integrin. inhibition, % at 10 µM. 93,000 compounds, 0.54% hits. AID 1497;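 active means primary inhibition of 50% or more at 10 µM, then 40% or more on retest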; further: some results filed as inactive read as strong as hits
CYP2C19 inh – blocks human cytochrome P450 2C19; P33261; CYP2C19 Supersomes, luciferin-H EGE luminescence, 30 min; inhibition, % at 5 µM; 96,000 compounds, 21% hits;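 active means CYP2C19 inhibition above a set limit at 5 µM in the primary screen, cut at about 50% in these data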;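 further: plate controls were negative control wells for no effect and 2.5 mM tranylcypromine positive control for full effect; values of inactives mirror those of a sister screen read the other way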
H69AR growth 86K – growth inhibitors of human H69AR lung tumor cells; viability, % at 10 µM; 85,000 compounds, 6% hits; AID 598; H69AR lung tumor viability, ATP luminescence, 72 h; stronger effect = lower value;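 active means viability at or below 40%; inactive means viability above 40%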;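 further: multidrug resistant small cell line overexpressing MRP-1 efflux transporter; 100% = mean luminescence of untreated control wells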
ERa SRC1 inh – blocks coactivator binding to human estrogen receptor alpha. P03372. TR-FRET ER-alpha LBD / SRC-1 peptide, estradiol-bound. inhibition, % at 25.6 µM. 86,000 compounds, 1.7% hits. AID 629; in the data active means inhibition above about 50%;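 further: 0% = receptor plus peptide control and 100% = peptide only without receptor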
HUVEC inhibit – blocks proliferation of human endothelial cells. HUVEC proliferation, CellTiter-Glo luminescence, 72 h; stronger effect = lower value. viability, % at 10 µM (by protocol). 86,000 compounds, 1.1% hits;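 active means viability at or below 30%; inactive means viability above 30%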;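 further: 100% = median luminescence of DMSO-only cell control wells on each plate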
Lung fibro prol – blocks proliferation of human lung fibroblasts; 85,000 compounds, 1.1% hits; viability, % at 10 µM; LL 47 human lung fibroblast viability, ATP luminescence; stronger effect = lower value;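 active means viability at or below 50% in the single dose screen; inactive means viability above 50%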;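 further: compound exposure lasted 72 h before the ATP readout; 100% = median luminescence of untreated cell-only wells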
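Material: human lung fibroblast line LL 47, low passage; Evaluation: viability percentage against median untreated-cell control; Buffer or medium: 15% FBS in IMEM; Incubation: 72 h compound exposure at 37 °C after overnight plating; Dosing: 0.1% DMSO in all compound wells; Measured by: CellTiter-Glo luminescence.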
Active calls of the source: *; · = not tested or not shown; [ ] = another dose, or the depositor's remark.

SMILES	ERa coact pot	CYP2C19 act	CD11b adhes enh	CD11b adhes inh	CYP2C19 inh	H69AR growth 86K	ERa SRC1 inh	HUVEC inhibit	Lung fibro prol
CC(C)(C)n1nnnc1C(c1cccs1)N1CCN(C(=O)c2ccco2)CC1 (stereo not drawn)	107	0.7	-1	-6	34	57	-3	86	95
CN(CCc1ccccn1)C1CC(=O)N(c2ccc(Cl)cc2)C1=O (stereo not drawn)	·	0.7	1	3	28	·	·	·	·
COc1ccccc1C(=O)NC(C)c1nc2ccccc2[nH]1 (stereo not drawn)	122	0.4	-2	5	56*	90	2[fluorescence artefact?]	98	98
CCOC(=O)C(C)Oc1cccc2c(=O)n(CC(=O)N3CCCc4ccccc43)ccc12 (stereo not drawn)	·	1	4	-14	3	·	·	·	·
CCOC(=O)CNC(=O)c1cccs1	105	·	·	·	·	101	-7	91	95
O=C(Nc1c(Cl)cccc1Cl)c1ccc(-c2ccccc2)cc1	·	0.9	-2	-4	6	·	·	·	·
COc1nc(N/N=C/c2ccccc2F)nc(N2CCCCC2)n1	·	0.9	3	-66	6	·	·	·	·
O=C(Nc1ccncc1)c1ccc(F)cc1	113	0.1	1	-17	88*	90	1	47	96
CCCCS(=O)(=O)NC1=NCN(CCO)CN1	139	0.9	0	10	6	85	2	94	93
CC(C)[C@@H]1NC(=O)N(c2ccc(Oc3ccccc3)cc2)C1=O	117	0.9	0	-3	8	101	-3	93	98
O=C(Nc1ccccc1C(=O)N1CCN(Cc2ccccc2)CC1)c1ccccn1	119[fluorescence artefact?]	0.1	-1	-19	85*	84	-4	93	93
CCc1nc(NCC(C)C)c(C#N)c2c1COC(C)(C)C2	116[fluorescence artefact?]	0.9	-2	-3	8	95	5[fluorescence artefact?]	113	99
COc1cc(CN2CCC(C(=O)NC3CCCC3)CC2)cc(Br)c1O	182[fluorescence artefact?]	1	-1	3	3	96	4	86	98
Cc1cccc(Cn2c(SCCN3CCOCC3)nc3c2c(=O)n(C)c(=O)n3C)c1	89	1	-1	-60	4	94	2	89	97
O=C(CN1C(=O)c2cccc3cccc1c23)N1CCN(c2ccccc2)CC1	116	0.8	1	-37	20	98	-10	104	96
C=CCSc1nnc(-c2ccncc2)n1-c1ccc(OCC)cc1	99[fluorescence artefact?]	0	1	-9	99*	91	2	98	102
O=C(C1CCC(CNc2nc(=S)[nH]c3ccccc23)CC1)N1CCN(c2ccccn2)CC1 (stereo not drawn)	129	1	-6	6	-2	70	5	75	87
Cc1ccc(NC(=O)/C(C#N)=C/c2ccc(Sc3nc(C)cc(C)n3)o2)cc1	·	0.9	-3	-2	7	·	·	·	·
COc1ccc(C(C(=O)NC2CCCC2)N(CCN(C)C)C(=O)c2snc(C(N)=O)c2N)cc1 (stereo not drawn)	106	1	4	-2	-2	95	-10	96	90
O=C1OCc2cc(NC(=O)C3CCCCC3)ccc21	99	0.8	5	2	22	90	8[fluorescence artefact?]	91	94
C=CCN(CC=C)S(=O)(=O)c1ccc2nsnc2c1	116	0.5	0	-14	49	95	0	92	92
O=S(=O)(NCc1ccccc1)c1cccc(S(=O)(=O)N2CCOCC2)c1	108	0.4	11	-5	64*	100	-4	102	101
CCOC(=O)c1cc2sc(C)cc2n1C(C)C(=O)OCC (stereo not drawn)	·	0	3	1	95*	·	·	·	·
CNC(=O)CSc1nnc(-c2ccco2)n1-c1ccc(C)cc1	106	·	·	·	·	98	8	97	98
O=C(CCc1nc(-c2ccccc2F)no1)NCc1ccco1	116	1	1	-15	-5	71	-3	101	93

The closing 3 entries of the section above are carried over, then new ones follow.
SMILES	ERa coact pot	CYP2C19 act	CD11b adhes enh	CD11b adhes inh	CYP2C19 inh	H69AR growth 86K	ERa SRC1 inh	HUVEC inhibit	Lung fibro prol
CCOC(=O)c1cc2sc(C)cc2n1C(C)C(=O)OCC (stereo not drawn)	·	0	3	1	95*	·	·	·	·
CNC(=O)CSc1nnc(-c2ccco2)n1-c1ccc(C)cc1	106	·	·	·	·	98	8	97	98
O=C(CCc1nc(-c2ccccc2F)no1)NCc1ccco1	116	1	1	-15	-5	71	-3	101	93
COc1ccc(-n2c(N)c(C(=O)NCc3ccco3)c3nc4ccccc4nc32)cc1	·	0.9	3	-16	6	·	·	·	·
O=C1C(=O)N(Cc2cccnc2)C(c2ccccn2)/C1=C(/O)c1ccc(F)cc1 (stereo not drawn)	137	1.1	-4	-11	-7	91	-14	89	104
O=C(CCN1CCN(C(=O)c2ccco2)CC1)Nc1ccc(F)cc1	110	1	0	-16	3	86	-3	109	92
O=C(NCc1ccco1)c1ccccc1NS(=O)(=O)c1ccc(Cl)s1	84	1.2	-8	98*	-17	94	14	76	95
Cc1ccccc1Cn1nc(C)c(NC(=O)c2cc3n(n2)C(C(F)F)CC(C(F)F)N3)c1C (stereo not drawn)	94	1.1	4	-23	-5	85	2	98	99
Cc1ccc(Nc2nc(-c3sc(NC(=O)c4ccco4)nc3C)cs2)cc1	·	0.8	45	-4	22	·	·	·	·
CCCOc1cccc(C(=O)Nc2cccnc2)c1	105	0.8	-4	7	18	109	-3	97	100
Cc1nn(CC2CCCCC2)c(N)c1-c1ccccc1	96	0	0	6	98*	89	-4	109	90
COc1ccc2ccccc2c1CNCc1ccccn1	93[fluorescence artefact?]	0.8	-1	-12	16	82	1	100	117
COCCCn1cnnc1SCC(=O)Nc1ccc(S(=O)(=O)N2CCCC2)cc1	126	0.8	2	-21	18	106	-2	102	94
COc1cc2c(cc1OC)C1=C(C#N)CC/C(=N\S(=O)(=O)c3cccc(Cl)c3)N1CC2	114	0.7	·	·	27	68	-3	77	88
COc1ccc(N2C(=O)CC(N(Cc3ccc(S(N)(=O)=O)cc3)C(C)=O)C2=O)cc1 (stereo not drawn)	124	1.1	-1	-7	-8	96	-9	96	96
CN1CCN(C2=Cc3cc(Cl)ccc3Sc3cc(F)ccc32)CC1	39	·	·	·	·	51	13	4.9*	87
Cc1csc(NC(=O)c2c(-c3c(Cl)cccc3Cl)noc2C)n1	123	0.2	-1	-2	83*	41	-1	88	72
CN1CCN(C(=O)c2ccccc2-c2nc(-c3ccccc3)no2)CC1	111	0.7	0	-9	28	96	-5[fluorescence artefact?]	106	96
CCN1CCN(c2cc(C)c3cc(NC(=O)c4cccnc4Cl)ccc3n2)CC1	84[fluorescence artefact?]	0.7	-3	-17	32	85	21	83	99
Cc1nc(NS(=O)(=O)c2ccccc2)sc1NC(=O)OCCN(C)C	97	1	8	-45	-4	98	-4	101	97
CC(=O)c1c(N2CCOCC2)nc(=S)n(-c2ccc([N+](=O)[O-])cc2)c1C	104	0.9	-1	-30	6	100	-6	90	102
O=C(NCN1CCN(c2ccccc2F)CC1)c1ccccc1	105	0.6	-3	-11	43	92	-9	83	109
CCOC(=O)N1CCN(C(=O)Cn2nc(-c3ccc(Cl)cc3)ccc2=O)CC1	·	0.8	-1	6	19	·	·	·	·
Cc1cc(C)nc(-n2nc(C)c3c(C)c(C)c(C)nc32)n1	·	1.1	-3	-16	-5	·	·	·	·
CCCCNC(=O)c1cc2c(=O)n3cccc(C)c3nc2n(CCN2CCOCC2)c1=N	120[fluorescence artefact?]	1.1	3	-47	-6	71	-6	94	94
CC(NC(=O)CCSc1nc(-c2ccc3c(c2)OCO3)cc(C(F)(F)F)n1)c1ccccc1 (stereo not drawn)	57[fluorescence artefact?]	0.2	·	·	81*	42	90*	72	107
Oc1ccc(C2Nc3cccc4cccc(c34)N2)c(O)c1	30[fluorescence artefact?]	0.3	·	·	66*	17*	28[fluorescence artefact?]	82	83
O=C(NC1CCCC1)C1CC(=O)N(C2CCCCCCC2)C1 (stereo not drawn)	101	1	·	·	3	100	-2	99	91

Next part.
SMILES	ERa coact pot	CYP2C19 act	CD11b adhes enh	CD11b adhes inh	CYP2C19 inh	H69AR growth 86K	ERa SRC1 inh	HUVEC inhibit	Lung fibro prol
N#CCCn1cnc2ccccc21	104	1	5	-20	2	87	0[fluorescence artefact?]	96	97
O=C(CCC(=O)c1cccs1)OCC(=O)N1CCN(S(=O)(=O)c2ccccc2)CC1	88	1	1	2	1	90	8[fluorescence artefact?]	100	93
CCc1ccc2[nH]c(=O)c(CN(Cc3ccccc3)C(=O)Nc3ccccc3OC)cc2c1	92	0.1	-2	12	86*	39*	2	82	49*
Cc1ccc(S(=O)(=O)N(C)c2ccc(C(=O)N3CCC(C(N)=O)CC3)cc2)cc1	105	1	0	-1	4	95	4	94	97
O=C(CN(Cc1cccs1)C(=O)CNS(=O)(=O)c1ccc(Cl)cc1)NCc1ccco1	106	0.6	4	22	38	74	6	89	98
COC(=O)c1cnn(-c2cc(Oc3cccc(C)c3)ncn2)c1N	·	0.7	-3	3	35	·	·	·	·
CCCCCCn1c(C(C)NC(=O)c2ccco2)nc2ccccc21 (stereo not drawn)	96[fluorescence artefact?]	0.6	3	0	42	69	10	84	88
C=CCn1c(=N)n(CC(=O)O)c2ccccc21	100	1	-1	-7	2	94	-30	105	108
COc1ccc2nc(-c3cccc(N)c3)[nH]c2c1	111	·	·	·	·	82	-2[fluorescence artefact?]	95	99
COc1cccc(NC(=O)Cn2cc(C#N)c3ccccc32)c1	94[fluorescence artefact?]	·	·	·	·	65	4	94	101
O=C(O)c1ccccc1-c1ccccc1C(=O)Nc1cccc2ccccc12	·	1	-1	-2	1	·	·	·	·
O=C1CC(Nc2ccc(N3CCOCC3)cc2)C(=O)N1c1ccccc1F (stereo not drawn)	110	·	·	·	·	90	-4	98	102
COc1ccc(OC)c2[nH]c(=O)c(CCNC(=O)C3CCCCC3)cc12	127	0.7	·	·	31	74	-10	92	98
CCn1c(SCC(=O)N2CCCC2)nc2c1c(=O)n(C)c(=O)n2C	103[fluorescence artefact?]	1	-4	8	-1	86	16	88	93
COc1ccc(NC(=S)NNC(=O)c2ccccc2OC(F)F)cc1	·	0.7	-1	6	31	·	·	·	·
Cc1ccc(SCCN2C(=O)NC(C)(C)C2=O)cc1	140[fluorescence artefact?]	0	-6	-25	98*	91	5	90	95
CCOC(=O)c1ccccc1NC(=O)c1ccc(F)cc1	125	1	0	-12	-4	98	-5	113	109
CC1CCN(S(=O)(=O)c2cccc(-c3nnc(-c4cccnc4)o3)c2)CC1	108	0.9	1	-25	14	53	1	112	98
Cn1c(NCc2c[nH]c3ccccc23)nc2ccccc21	100	0.3	-4	-2	69*	·	-9	81	87
Cc1ccc(CNC(=O)CCCOc2cc(=O)n(C)c3ccccc23)o1	90	0.9	-5	-4	8	81	-1	80	94
CC(NC(=O)C1CC=CCC1C(=O)O)C1CC2CCC1C2 (stereo not drawn)	133[fluorescence artefact?]	0.7	-7	4	30	91	1	102	105
Cc1nc(-c2ccccc2)nc2[nH]ccc(=O)c12	86	0.7	-4	3	30	98	27	93	102
CC1=C(C(=O)OC(C)C)C(c2cccs2)n2ncnc2N1 (stereo not drawn)	163	0.7	-10	6	27	99	-3[fluorescence artefact?]	100	105
CC(=O)Oc1ccc2ccccc2c1C(NC(=O)Cc1ccccc1)c1ccccc1Cl (stereo not drawn)	·	0.4	3	3	63*	·	·	·	·
COc1ccc(-n2c(SCC(=O)Nc3ccc4c(c3)OCO4)nc3c(c2=O)SCC3)cc1	132	0.6	-6	0	41	91	-16	97	93
CC1(C)CC(c2nc(-c3ccc(Cl)cc3)cs2)CCS1 (stereo not drawn)	·	1	-5	8	2	·	·	·	·

Assay outcomes from PubChem.
